IDE act – human IDE activators in live cells, primary screen, fluorescence polarization, HEK cells, FAbeta-B substrate | 340,000 compounds, 0.073% hits | Insulin-degrading enzyme (Homo sapiens), P14735 | FAbeta-B cleavage; 0% vehicle, 100% cell-free pure enzyme wells | activation, % at 5.96 µM;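 active means activation above the mean of all tested compounds plus 3 SD, set per screening campaign, cut at about 17% in these data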
Target sequence (P14735 whole entry, looked up): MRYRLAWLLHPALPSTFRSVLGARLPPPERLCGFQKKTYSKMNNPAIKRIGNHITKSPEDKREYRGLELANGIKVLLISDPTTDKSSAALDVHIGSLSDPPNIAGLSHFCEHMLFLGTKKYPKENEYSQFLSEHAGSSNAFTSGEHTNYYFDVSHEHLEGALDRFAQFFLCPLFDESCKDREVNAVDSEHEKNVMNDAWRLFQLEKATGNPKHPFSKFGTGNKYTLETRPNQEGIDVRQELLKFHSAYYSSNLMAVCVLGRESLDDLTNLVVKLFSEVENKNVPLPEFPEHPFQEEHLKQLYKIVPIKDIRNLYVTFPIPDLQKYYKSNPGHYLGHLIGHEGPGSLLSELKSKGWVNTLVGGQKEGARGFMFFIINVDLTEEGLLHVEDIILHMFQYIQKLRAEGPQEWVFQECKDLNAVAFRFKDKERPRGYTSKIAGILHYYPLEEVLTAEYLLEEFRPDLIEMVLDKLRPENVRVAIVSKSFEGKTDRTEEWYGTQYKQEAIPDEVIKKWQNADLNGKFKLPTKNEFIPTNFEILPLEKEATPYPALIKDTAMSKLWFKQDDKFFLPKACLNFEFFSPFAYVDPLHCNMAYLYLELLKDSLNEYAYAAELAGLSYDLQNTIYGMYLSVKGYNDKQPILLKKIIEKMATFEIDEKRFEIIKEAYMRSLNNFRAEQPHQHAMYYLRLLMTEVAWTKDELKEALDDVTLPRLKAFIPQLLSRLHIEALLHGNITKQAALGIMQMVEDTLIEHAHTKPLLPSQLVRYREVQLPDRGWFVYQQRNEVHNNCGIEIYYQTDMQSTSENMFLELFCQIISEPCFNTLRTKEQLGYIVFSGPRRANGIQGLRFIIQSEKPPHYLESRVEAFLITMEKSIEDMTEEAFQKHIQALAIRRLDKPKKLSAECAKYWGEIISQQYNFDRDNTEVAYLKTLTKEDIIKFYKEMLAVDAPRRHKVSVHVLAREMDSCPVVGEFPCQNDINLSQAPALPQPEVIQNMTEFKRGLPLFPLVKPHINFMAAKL
IDE inh – human IDE inhibitors in live cells, primary screen, fluorescence polarization, HEK cells, FAbetaB substrate | Insulin-degrading enzyme (Homo sapiens), P14735 | FAbetaB cleavage | inhibition, % at 5.59 µM | 320,000 compounds, 0.41% hits;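 active means percent inhibition above the average of all tested compounds plus 3 SD, set per screening campaign, cut at about 16% in these data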;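 further: IDE supplied by intact live HEK cells; FP after avidin binding of uncleaved biotin substrate so inhibition keeps polarization high; 0% = DMSO wells and 100% = 60 µM reference IDE inhibitor Ii1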
Numbers without * were called inactive. These rows are one share of the data; rates above refer to the full screens.

SMILES | IDE act | IDE inh
CNC(=O)c1c(I)c(C(=O)NCC(=O)Nc2c(I)c(C(=O)O)c(I)c(C(=O)NCCO)c2I)c(I)c(N(C)C(C)=O)c1I | 10 | 3
N#CCCN(C(=O)COC(=O)c1n[nH]c2ccccc12)c1ccccc1 | -2 | 2
CC(=O)N1CCC(CCCC2CCN(C(C)=O)CC2)CC1 | 3 | -8
Cc1cccc(C(=O)NCC(=O)Nc2ccncc2)c1 | -3 | 6
COc1ccc([C@H]2CC(=O)C=C(c3ccc4cc[nH]c4c3)C2)cc1 | 0 | 8
Cc1ccc(S(=O)(=O)NCc2ccccc2)cc1C(=O)NCC(C)(C)N1CCOCC1 | -1 | 0
CC(=O)c1ccc(S(=O)(=O)Nc2ccc(C(=O)NCC(c3cccs3)N3CCOCC3)cc2)cc1 (stereo unspecified) | 0 | 1
CCCCOc1cc(CC2CNC(=O)N2)ccc1OC (stereo unspecified) | 2 | 5
O=C(Nc1cc(S(=O)(=O)N2CCCC2)ccc1Cl)c1ccncc1 | 6 | 1
CCOc1ccc(S(=O)(=O)NCCC(=O)N2CCCC(C)C2)cc1 (stereo unspecified) | -1 | -2
O=C(Nc1ccc2c(c1)N(S(=O)(=O)c1cccs1)CCC2)c1c(F)cccc1F | -2 | 4
COc1cccc(CN(C)C(=O)CSC(C)C(=O)Nc2cc(C)on2)c1OC (stereo unspecified) | 3 | 1
Cc1ccc(S(=O)(=O)N2CCN(C(=O)Cn3c(=O)oc4ccccc43)CC2)cc1 | 5 | -1
O=C(COC(=O)CNC(=O)c1ccc(Cl)cc1Cl)NC(=O)NCc1ccccc1 | 3 | 6
COc1cccc(CNC(=O)CCc2nc3cc(S(=O)(=O)N4CCOCC4)ccc3n2C)c1 | 2 | 2
Cc1ccc(S(=O)(=O)CCC(=O)OCC(=O)N2CCN(c3ccccc3)CC2)cc1 | -5 | 5
C#CCOCCOCCOCCNc1nc(OC)nc(N2CCN(C(=O)[C@H](CCC(=O)O)n3cc(C(N)CO)nn3)CC2)n1 (stereo partly specified) | 2 | 3
O=C(CC1CCCC1)Nc1ccc(Cl)c(S(=O)(=O)N2CCOCC2)c1 | 8 | 0
CC(=O)c1c(C)[nH]c(C(=O)OCc2nnc(-c3ccc([N+](=O)[O-])cc3)o2)c1C | 4 | -4
Cn1c2cc(C#N)sc2c2cnn(Cc3ccc(F)cc3)c(=O)c21 | -2 | 10
COC(=O)[C@@]12CCCCN1[C@H](c1ccc(-c3ccc(OC)cc3)cc1)[C@@H]1C(=O)N(C)C(=O)[C@@H]12 | 1 | 1
N#Cc1ccccc1S(=O)(=O)N1CCN(CC(=O)NCC2(N3CCOCC3)CCCCC2)CC1 | -3 | -2
COc1ccccc1NC(=O)C1CC(C)OC1=O (stereo unspecified) | 3 | 6
CN(CC(=O)Nc1ccc(F)cc1)C(=O)COC(=O)/C=C/c1ccccc1[N+](=O)[O-] | 5 | -5
CC(=O)Nc1cccc(C(=O)N2CCN(S(=O)(=O)Cc3ccccc3)CC2)c1 | -1 | 4
COc1ccc(CNC(=O)CN2C(=O)NC(Cc3ccccc3)(c3ccccc3)C2=O)cc1OC (stereo unspecified) | 2 | -1
CC1CC1C(=O)OCC(=O)NC(=O)c1ccc(C(C)(C)C)cc1 (stereo unspecified) | 8 | 2
O=C(Nc1nc(-c2cc(F)ccc2F)cs1)C1=COCCO1 | 0 | 5
COc1cc(-c2noc(C)c2C(=O)NCCCn2ccnc2)cc(OC)c1OC | 5 | 1
CC(C)n1cnnc1SCC(=O)NCC(=O)Nc1ccc(F)cc1 | 0 | -3
Cc1cccc(C)c1NC(=O)CNC(=O)c1c(C)nn(-c2ccccc2)c1Cl | -3 | 1
CCOc1cc(N2CCOCC2)c(OCC)cc1NC(=O)c1cc(S(=O)(=O)N2CCOCC2)ccc1C | 4 | 4
CCOc1ccc(NC(=O)C(C)Oc2ccc(C#N)cc2)cc1S(=O)(=O)N1CCCC1 (stereo unspecified) | 3 | -1
CC(=O)Nc1ccc(S(=O)(=O)NCCC(=O)Nc2ncccc2C)cc1 | -2 | -13
O=C(COC(=O)CSc1ccccc1)NCCNC(=O)COC(=O)CSc1ccccc1 | 3 | -2
O=C(CO)C(O)C(O)C(O)CO (stereo unspecified) | 6 | -1
CC(C)NC(=O)c1onc(CSc2ccc(F)c(F)c2)c1C(=O)NC(C)C | -4 | 0
Cc1cc(C(=O)N2CC=C(c3ccccc3)CC2)c2ccccc2n1 | -3 | -2
Cc1nc(SCC(=O)N2CCOCC2)c2c(=O)n(C)c(=O)n(CC(C)C)c2n1 | -1 | 3
COC(=O)C1=C(C)N(CCCC(=O)O)C(=O)NC1c1ccc2c(c1)OCO2 (stereo unspecified) | 0 | 1
O=C(Nc1cccc(S(=O)(=O)N2CCCCC2)c1)C1CC(=O)N(Cc2ccccc2)C1 (stereo unspecified) | -1 | 0
COc1ccc(S(=O)(=O)N2CCOCC2)cc1NC(=O)C1CCCN1C(=O)c1cccs1 (stereo unspecified) | 8 | 3
COc1cccc(CN(C)C(=O)CNC(=O)c2cccs2)c1OC | -1 | 1
Cc1csc(NC(=O)CSC2=NS(=O)(=O)c3ccccc3N2)n1 | 3 | -1
COc1ccccc1NC(=O)Nc1nc(CC(=O)Nc2ccc(OC)c(OC)c2)cs1 | 1 | -2
Cc1cccc(N2CC(C(=O)Nc3cccc(S(=O)(=O)N4CCCCC4)c3)CC2=O)c1C (stereo unspecified) | 3 | -2
O=C(CN1C(=O)NC2(CCOc3ccccc32)C1=O)c1cccs1 (stereo unspecified) | -3 | -4
CCCN(C(=O)c1nc2nc(C)cc(C)n2n1)c1c(N)n(Cc2ccccc2)c(=O)[nH]c1=O | 1 | 7
Cc1cc(C(F)(F)F)c2c(C)nn(-c3ccccc3)c2n1 | 5 | -3
CCC(C)Sc1cccc(-c2nc3ccc(C)cn3c2NCc2ccccc2)c1 (stereo unspecified) | 7 | 1
COc1ccc(OCCOC(=O)c2cc(S(=O)(=O)N3CCOCC3)c(Cl)cc2Cl)cc1 | 4 | -4
Cn1c(N)c(C(=O)c2ccc(Cl)c(S(=O)(=O)N3CCCCCC3)c2)c(=O)n(C)c1=O | 7 | -1
Cc1cc(C)n(CC(=O)NNC(=O)c2ccc(S(C)(=O)=O)cc2)n1 | -1 | 4
COc1ccccc1OCC(=O)NC1CCSc2ccccc21 (stereo unspecified) | 5 | -2
CC(=O)N1CCN(S(=O)(=O)c2cccc(C(=O)NCc3ccc(F)cc3)c2)CC1 | 6 | 9
Cc1csc(CNc2ncnc3ccc(-c4ccc5c(c4)OCCO5)cc23)c1 | 4 | -5
O=C(NNC(=O)c1cc(Cl)ccc1O)c1cccc(S(=O)(=O)N2CCOCC2)c1 | 1 | -4
CCOC(=O)C1CCN(C(=O)c2cccc(S(=O)(=O)NCc3ccccc3)c2)CC1 | 1 | 0
CSCCC(NC(=O)c1ccco1)C(=O)N1CC(C)OC(C)C1 (stereo unspecified) | -1 | 3
CCCCN(C(=O)c1cccc(S(=O)(=O)N2CCN(C)CC2)c1)c1c(N)n(CCCC)c(=O)[nH]c1=O | -2 | 1

Part of the list above in order of molar mass, smallest number first:
SMILES | IDE act | IDE inh
Cc1cc(C(F)(F)F)c2c(C)nn(-c3ccccc3)c2n1 | 5 | -3
COc1ccccc1OCC(=O)NC1CCSc2ccccc21 (stereo unspecified) | 5 | -2
O=C(CN1C(=O)NC2(CCOc3ccccc32)C1=O)c1cccs1 (stereo unspecified) | -3 | -4
COc1cccc(CN(C)C(=O)CNC(=O)c2cccs2)c1OC | -1 | 1
Cc1cc(C)n(CC(=O)NNC(=O)c2ccc(S(C)(=O)=O)cc2)n1 | -1 | 4
Cc1csc(NC(=O)CSC2=NS(=O)(=O)c3ccccc3N2)n1 | 3 | -1
Cc1csc(CNc2ncnc3ccc(-c4ccc5c(c4)OCCO5)cc23)c1 | 4 | -5
CCC(C)Sc1cccc(-c2nc3ccc(C)cn3c2NCc2ccccc2)c1 (stereo unspecified) | 7 | 1
CC(=O)N1CCN(S(=O)(=O)c2cccc(C(=O)NCc3ccc(F)cc3)c2)CC1 | 6 | 9
CCOC(=O)C1CCN(C(=O)c2cccc(S(=O)(=O)NCc3ccccc3)c2)CC1 | 1 | 0
COc1ccccc1NC(=O)Nc1nc(CC(=O)Nc2ccc(OC)c(OC)c2)cs1 | 1 | -2
CCCN(C(=O)c1nc2nc(C)cc(C)n2n1)c1c(N)n(Cc2ccccc2)c(=O)[nH]c1=O | 1 | 7
Cn1c(N)c(C(=O)c2ccc(Cl)c(S(=O)(=O)N3CCCCCC3)c2)c(=O)n(C)c1=O | 7 | -1
Cc1cccc(N2CC(C(=O)Nc3cccc(S(=O)(=O)N4CCCCC4)c3)CC2=O)c1C (stereo unspecified) | 3 | -2
COc1ccc(S(=O)(=O)N2CCOCC2)cc1NC(=O)C1CCCN1C(=O)c1cccs1 (stereo unspecified) | 8 | 3
COc1ccc(OCCOC(=O)c2cc(S(=O)(=O)N3CCOCC3)c(Cl)cc2Cl)cc1 | 4 | -4
CCCCN(C(=O)c1cccc(S(=O)(=O)N2CCN(C)CC2)c1)c1c(N)n(CCCC)c(=O)[nH]c1=O | -2 | 1

More results follow.
SMILES | IDE act | IDE inh
Cc1ccc(NC(=O)CSc2nnc3ccc(-c4cccnc4)nn23)cc1 | 0 | 2
CC(C)c1ccc2c(c1)C(N1CCN(C)CC1)Cc1cccnc1S2 (stereo unspecified) | 4 | 14
CC(=O)c1ccc(NC(=O)CSc2nc(=O)n3cccc(C)c3n2)cc1 | 1 | 2
CCCCN(C(=O)c1ccc2ccccc2c1)c1c(N)n(CCCC)c(=O)[nH]c1=O | 0 | 0
COc1ccc([C@H]2CC(=O)C=C(c3cccc(OC(F)(F)F)c3)C2)cc1 | -1 | 5
Cc1cc(SCC(=O)NCC(c2cccs2)N2CCOCC2)c(C)cc1Br (stereo unspecified) | 1 | -4
CCn1c(CCC(N)=O)nnc1SCC(=O)c1cc(C)n(C2CC2)c1C | 2 | 3
COc1ccc(C(=O)Nc2ccc(Cl)c(S(=O)(=O)N3CCOCC3)c2)cc1 | 5 | 2
COc1ccc(C(=O)COC(=O)CCN=C2NS(=O)(=O)c3ccccc32)c(OC)c1 | 1 | -2
COC(=O)C1=C(C)N(Cc2ccccc2)C(=NCc2ccco2)N[C@H]1c1cccc(F)c1 | -1 | 8
Cc1nn(-c2ccccc2)c(Cl)c1C(=O)NCC1CCCO1 (stereo unspecified) | 3 | 0
CCN(CC)CCn1c2c(c(SCC(=O)NCc3ccccc3)nc1=O)CCC2 | 2 | -1
CCC1CCc2sc(C(=O)NNC(=S)NCC3CCCO3)cc2C1 (stereo unspecified) | 5 | 3
CCN(CC(=O)Nc1ccc(NC(C)=O)cc1)C(=O)c1oc2ccccc2c1C | 3 | 2
COc1ccc(C2=CC3=C(Br)C(=O)C(C)(OC(=O)c4cccs4)C(=O)C3=CO2)cc1 (stereo unspecified) | -1 | -4
CC(C)CC1NC(=O)N(CC(=O)Nc2ccc(-c3ccccc3)cc2)C1=O (stereo unspecified) | 0 | 0
COc1ccc(C(CNC(=O)c2ccco2)N2CCCC2)cc1 (stereo unspecified) | 2 | -1
O=C(CSc1nnc(NC2CC2)s1)Nc1ccc(N2CCOCC2)cc1 | -3 | 1
COc1cccc(C(=O)NCC(c2ccco2)N2CCOCC2)c1 (stereo unspecified) | 0 | -1
CC(=O)c1cccc(NC(=O)CSc2nc3ccccc3c(=O)n2CCCN2CCOCC2)c1 | 2 | 3
O=C(COC(=O)Cc1ccsc1)Nc1ccc(Cl)cn1 | -2 | 0
COc1ccccc1OCC(=O)NCc1n[nH]c(=O)c2ccccc12 | 4 | 1
O=C1CC2(CCN(C(=O)c3cccc(Br)c3)CC2)Oc2ccccc21 | 10 | -1
CCc1noc(C)c1C(=O)NNC(=O)c1cc(OC)cc(OC)c1 | 3 | 10
CN(CC(=O)Nc1ccc(OC(F)(F)F)cc1)C(=O)/C=C/c1cc2c(cc1[N+](=O)[O-])OCO2 | 1 | 0
OCC[C@@H]1C[C@H](O)[C@@H](O)[C@]2(CCCCO2)O1 | 6 | 1
CCCCn1c(N)c(N(CC(C)C)C(=O)c2ccco2)c(=O)[nH]c1=O | 0 | 0
CCOc1ccc(NC(=O)CCN2C(=O)CSc3ccccc32)cc1 | 1 | -1
Cc1ccc(N(Cc2ccccc2)C(=O)c2cccc(S(=O)(=O)N3CC(C)OC(C)C3)c2)cc1 (stereo unspecified) | 3 | 2
O=C(Nc1ccccc1)C1=C[C@@H](c2ccc(C(F)(F)F)cc2)C[C@@H](OCCCCO)O1 | -2 | 3

Ordered by value in IDE act (highest first): three from the list above
| Structure | IDE act | IDE inh |
| --- | --- | --- |
| Cc1csc(CNc2ncnc3ccc(-c4ccc5c(c4)OCCO5)cc23)c1 | 4 | -5 |
| O=C(Nc1cccc(S(=O)(=O)N2CCCCC2)c1)C1CC(=O)N(Cc2ccccc2)C1 (stereo unspecified) | -1 | 0 |
| CC(C)NC(=O)c1onc(CSc2ccc(F)c(F)c2)c1C(=O)NC(C)C | -4 | 0 |

Continuation.
SMILES | IDE act | IDE inh
Cc1ccc(C(=O)C(C)OC(=O)CNC(=O)c2ccc(Br)o2)cc1 (stereo unspecified) | 3 | -5
NC(=O)c1ccsc1NC(=O)COC(=O)Cc1ccccc1Cl | 4 | -2
C=CC[C@@H](CC(=O)N[C@H](CO)Cc1ccccc1)C(=O)NC[C@H](OC(=O)[C@@H](CC=C)Cc1ccc(F)cc1)c1ccccc1 | 2 | -2
CCCc1ccc(C(=O)CN2C(=O)C(=O)N(C3CCCC3)C2=O)cc1 | 1 | -2
Cn1c(SCc2c(F)cccc2Cl)nc2ccccc2c1=O | 2 | 0
CCN(CC)S(=O)(=O)c1ccc(N=Nc2cc(C)cc(Br)c2O)cc1 | 8 | 0
CCOC(=O)c1oc2ccccc2c1COC(=O)CNC(=O)c1cc(OC)c(OC)c(OC)c1 | 1 | 2
